ssDAF12 agonist: activators of S. stercoralis DAF-12 nuclear receptor; 1% of 370,000 active; activation, % at 6.8 µM; HEK293 ssDAF-12/GRIP1 lit1-tk-luc reporter, luminescence; % of 3 µM dafachronic acid response;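 active = activation above the mean over all tested compounds plus 3 SD, cut at about 0.9% in these data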;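 note: 0% = DMSO-only wells and 100% = 3 µM delta7-dafachronic acid wells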
PLCb3 inh: inhibitors of human phospholipase C beta3 | Q01970 | Purified PLC-beta3, fluorogenic substrate, fluorescence | inhibition, % at 12.2 µM | 0.18% of 370,000 active; in the data active = inhibition above about 11%;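 note: 0% = median of compound wells on plate and 100% = full blocker control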
ADAM17 inh: inhibitors of human ADAM17 | P78536 | inhibition, % at 6.95 µM | 0.83% of 370,000 active | recombinant ADAM17, EDANS/DABCYL FRET peptide cleavage;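 active = inhibition above the mean of compounds lying between control limits plus 3 SD, set per campaign, cut at about 8.5% in these data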;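 note: 0% = DMSO-only wells as the low control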
Target sequence (P78536 215-824 limits assumed): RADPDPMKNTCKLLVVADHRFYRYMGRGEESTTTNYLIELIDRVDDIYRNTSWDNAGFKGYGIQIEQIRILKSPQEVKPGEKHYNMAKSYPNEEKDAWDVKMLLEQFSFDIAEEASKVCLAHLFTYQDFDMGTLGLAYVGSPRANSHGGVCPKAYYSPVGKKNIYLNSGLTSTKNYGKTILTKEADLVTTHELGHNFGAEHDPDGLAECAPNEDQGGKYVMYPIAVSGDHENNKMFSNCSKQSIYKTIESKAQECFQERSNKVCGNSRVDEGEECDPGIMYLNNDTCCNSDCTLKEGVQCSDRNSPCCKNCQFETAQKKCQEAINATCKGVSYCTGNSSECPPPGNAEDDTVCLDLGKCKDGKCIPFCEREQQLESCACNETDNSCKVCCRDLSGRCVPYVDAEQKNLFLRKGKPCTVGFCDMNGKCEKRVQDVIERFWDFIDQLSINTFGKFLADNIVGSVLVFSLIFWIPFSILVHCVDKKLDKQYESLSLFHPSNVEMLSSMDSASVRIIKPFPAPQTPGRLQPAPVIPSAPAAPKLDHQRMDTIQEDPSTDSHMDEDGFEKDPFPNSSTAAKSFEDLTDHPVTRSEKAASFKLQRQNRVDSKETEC
hgDAF12 agonist: activates the H. glycines DAF-12 receptor ligand-binding domain; HEK293 GAL4-hgDAF12 UAS-luciferase reporter, agonist luminescence; normalized to butyrate control; activation, % at 6.8 µM; 1.8% of 370,000 active;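 active = activation above a cutoff set at the mean of all screened compounds plus 3 SD, cut at about 10% in these data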;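 note: 0% = DMSO wells and 100% = sodium butyrate wells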
hcDAF-12 act: activators of H. contortus DAF-12 nuclear receptor; HEK293 hcDAF-12 lit1-tk-luc reporter, luminescence; 0% DMSO, 100% Δ7-dafachronic acid; activation, % at 6.8 µM; 1.4% of 370,000 active; AID 652067;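 active = activation above the mean of all tested compounds plus 3 SD, cut at about 5.5% in these data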;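 note: 100% = response to 3 µM Δ7-dafachronic acid high control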
DAX1 inh-1: NR0B1 (DAX1) inhibition. 0.99% of 340,000 active. HEK293 Gal4-DAX1 luciferase reporter, luminescence. P51843. inhibition, % at 6.75 µM. AID 504766;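 active = inhibition above the mean over all tested compounds plus 3 SD, cut at about 4.2% in these data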;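 note: 0% = DAX1-transfected cells with DMSO and 100% = empty-vector control cells with DMSO; inhibition shows as a rise in luminescence from relieved DAX1 repression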
MBD2 inh: blocks human MBD2 binding to methylated DNA; inhibition, % at 4.4 µM; Q9UBB5; 0.31% of 370,000 active; TR-FRET, MBD2 binding to methylated oligonucleotide; in the data active = inhibition above about 13%
Target sequence (Q9UBB5 whole entry, looked up): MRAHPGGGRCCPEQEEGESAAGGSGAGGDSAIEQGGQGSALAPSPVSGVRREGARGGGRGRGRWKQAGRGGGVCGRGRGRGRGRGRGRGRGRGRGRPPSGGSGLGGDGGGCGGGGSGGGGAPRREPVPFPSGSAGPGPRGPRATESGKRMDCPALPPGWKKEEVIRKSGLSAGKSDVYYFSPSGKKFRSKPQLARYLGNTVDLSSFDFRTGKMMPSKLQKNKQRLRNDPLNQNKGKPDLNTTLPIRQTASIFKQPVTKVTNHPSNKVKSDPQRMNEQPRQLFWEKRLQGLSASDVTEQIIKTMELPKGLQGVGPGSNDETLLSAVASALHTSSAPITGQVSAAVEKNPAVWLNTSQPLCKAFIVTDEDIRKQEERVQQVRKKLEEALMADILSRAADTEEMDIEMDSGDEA
DAX1 inh-2: DAX1 (NR0B1) inhibition, primary screen; inhibition, % at 6.8 µM; 1.1% of 370,000 active; AID 652010; HEK293T StAR-luciferase reporter, SF-1/DAX-1 repression relief;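 active = inhibition above the mean over all tested compounds plus 3 SD, cut at about 3.6% in these data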;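 note: 0% = DAX-1 cells with DMSO and 100% = cells lacking DAX-1 with DMSO; higher inhibition means more luminescence from relief of DAX-1 repression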
SMARCA2 activ: SMARCA2 function activation, primary screen. MG213 cells, MMTV-luciferase reporter, dexamethasone, overnight. activation, % at 9.1 µM. 1% of 370,000 active. AID 652017; in the data active = activation above about 7.8%;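 note: 0% = vehicle wells and 100% = reference activator wells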
PLCg1 inh: inhibitors of human phospholipase C gamma1 | P19174 | purified PLC-gamma1, fluorogenic substrate, fluorescence | inhibition, % at 12.2 µM | 0.84% of 370,000 active; in the data active = inhibition above about 9.5%
Rev-erbA mod: modulates human Rev-erb alpha binding to DNA; AID 1259318; activity, % at 10 µM; Rev-erbα–FITC-DNA binding, fluorescence polarization, 90 min; P20393; 0.79% of 370,000 active;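 active = activity above about 14%, limit read from the data; passing the limit was not always enough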;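 note: 0% = DMSO wells with 35 nM protein and 100% = DMSO wells with 750 nM protein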
Starred values were filed as active, the others as inactive; · = not tested or not shown; & = joins results of further samples.

SMILES	ssDAF12 agonist	PLCb3 inh	ADAM17 inh	hgDAF12 agonist	hcDAF-12 act	DAX1 inh-1	MBD2 inh	DAX1 inh-2	SMARCA2 activ	PLCg1 inh	Rev-erbA mod
CCn1c(=NC(=O)C2COc3ccccc3O2)sc2c(OC)ccc(OC)c21 (stereo not given)	-1.4	-10	-5	-1.2	-0.9	0.0	-2	-0.1	-1	-5	47*
CCCc1ccc(OCC(O)CN2CCN(c3ccccc3)CC2)cc1 (stereo not given)	-1.1&-0.8	-2&-4	-1&1	-3.1&2.8	-0.9&-2.1	2.8&-1.9	0&0	0.2&-0.4	-3&-1	1&-3	8&8
CCCc1nnc(N2C(=O)c3cccc4cccc(c34)C2=O)s1	0.0	-13	-65	1.0	3.3	1.6	-11	-0.1	2	-11	0
Cc1ccc(S(=O)(=O)N2CCC3CC2c2cc(Cl)ccc23)cc1 (stereo not given)	-0.1	1	0	-0.7	-1.1	0.2	6	-0.6	-6	2	2
Cc1cc(NS(=O)(=O)c2ccc(NC(=O)c3ccc(F)cc3)cc2)nc(C)n1	-0.8	-1	2	-0.2	-1.0	-0.1	3	1.7	0	0	-2
Cc1csc(SCC(=O)Nc2sc3c(c2C#N)CCC3)n1	-1.0	-1	-2	3.1	-1.2	-0.9	0	0.1	3	-2	-6
C[C@@H]1CN([C@H](C)CO)C(=O)c2cc(Br)cnc2O[C@@H]1CN(C)C(=O)CC1CC1	-1.5	1	8	0.3	-0.7	2.4	-2	-0.4	-3	3	-5
COc1cc(NC(=O)C2CCC(CNc3c(N4CCCCC4)c(=O)c3=O)CC2)cc(OC)c1 (stereo not given)	-0.9	-5	-2	0.4	1.3	0.8	7	-0.3	-7	6	-9
O=C(COC(=O)Cc1ccc(F)cc1)NCc1ccco1	-0.5	-4	-4	-1.1	-1.3	-0.2	3	0.2	-2	1	-4
O=C(CC1C(=O)Nc2ccccc2N1CC(=O)N1CCCC1)Nc1ccc(Br)cc1 (stereo not given)	-1.0	-56	-11	-2.5	0.4	0.1	-6	0.2	-2	-38	0
CC(C(=O)NC1C(=O)N2C(C(=O)O)=C(CSc3nnnn3C)CSC12)n1cc(Br)cn1 (stereo not given)	-1.5	1	-3	-1.9	-0.6	2.4	-5	0.1	3	-2	1
CCCCn1c(-c2c(Cl)c(C)nn2C)n[nH]c1=S	-1.7	3	1	-0.4	-1.2	-0.1	-2	-0.4	5	1	-1
COc1ccc(CN(C)C(=O)c2ccc3c(=O)n4c(nc3c2)CCC4)c(OC)c1	-0.9	-9	-7	-0.2	-0.6	-0.2	-4	-0.1	0	-10	1
Cc1cc(-n2nc3ccccc3n2)c(O)c([N+](=O)[O-])c1	-1.6	-3	-7	6.0	0.4	1.9	-5	-0.1	-1	2	6
CC(c1nnc(SCC(=O)Nc2cc([N+](=O)[O-])ccc2F)n1Cc1ccccc1)N(C)C (stereo not given)	-1.3	-5	-3	-1.7	-1.7	1.7	-3	0.2	-4	1	8
O=C1NC(=O)C2(N1)C(=O)c1cccc3cccc2c13 (stereo not given)	0.3	-376	-27	2.7	2.2	2.3	-21	-0.5	-2	-303	-2
CCC(C)(C(=O)NC1CCCC1)N(C)C(=O)Cc1c[nH]c2ccccc12 (stereo not given)	-1.0	-4	-3	-2.2	4.6	0.7	0	1.1	-1	1	4
COC(=O)CCCCC1SCC(NC(=O)OC)C1NC(=O)OC (stereo not given)	-0.9	3	3	0.9	3.3	0.8	8	0.5	-6	2	0
COc1ccccc1CNC(=O)C1CCN(S(C)(=O)=O)CC1	-1.2	-1	-4	-3.1	-0.9	0.9	9	0.4	-3	8	-4
NC(N)=NNC(=O)c1ccccc1Cl	-0.6	3	3	-0.4	-0.6	-0.6	0	-0.3	5	1	-6
O=C(c1cc2ccccc2o1)N(Cc1ccco1)Cc1cccs1	-0.5	-13	0	1.1	0.0	-1.0	0	-0.6	1	-3	4
O=C(NCc1ccncc1)NC1CCCCC1	0.1	6	-3	1.8	0.2	2.6	-3	0.8	-2	0	-5
O=C(c1cccc(O)c1)N1CCN(C(=O)C2CC2)CC1	-0.8	0	-1	-0.7	-1.6	1.7	-5	1.0	4	0	2
COC(=O)N1Cc2ccnnc2CC1c1ccccc1Br (stereo not given)	-0.7	-1	-4	0.7	-2.7	·	1	0.2	0	0	2
CCc1ccc(-c2nc(CN3CCCC(C(=O)NCCc4ccc(OC)c(OC)c4)C3)c(C)o2)cc1 (stereo not given)	-2.1	-1	-2	-6.4	-3.7	-1.5	1	-2.9	-4	0	-1
O=C(/C=C(\Nc1ccccc1)c1ccccc1)c1ccccc1	-0.9	1	-1	1.4	1.2	·	2	1.7	2	1	2
CN(C)c1ccc(C(=O)n2nnc3ccccc32)cc1	-0.7	2	-3	0.2	-0.1	-0.8	-8	0.7	-2	2	-3
Cc1cc2cc3c(cc2n2c(SCC(=O)Nc4nc(-c5ccccc5)cs4)nnc12)OCO3	-1.9	-32	-10	-0.4	-1.5	·	-3	·	·	-19	21
N#CC1(NC(=O)COC(=O)CCCN=C2NS(=O)(=O)c3ccccc32)CCCCC1	-1.0	-6	-4	-1.4	1.1	1.6	-2	0.4	0	-2	3
CC(NC(=O)C1CCCN(C(=O)N(C)C)C1)c1ccccc1 (stereo not given)	-1.1	2	-1	0.2	-0.8	1.5	0	0.8	-3	4	-3
O=C(COc1ccc2ccccc2c1Br)NCc1ccccn1	-1.8	-4	-3	4.5	1.5	1.4	-1	0.2	-1	1	-5
O=C(Cn1cc(/C=N/NC(=O)c2ccccc2Br)c2ccccc21)Nc1ccc(F)cc1	-2.2	-8	7	-2.8	-1.6	-0.7	4	-0.8	-1	-5	4
CCOc1ccc(NC(=O)CNc2ccc(C)cc2Cl)cc1	-2.1	-2	3	0.3	-2.2	1.8	1	-0.4	2	2	3
Cc1csc(NC(=O)c2cccc([N+](=O)[O-])c2C(=O)O)n1	-0.4	-4	0	1.8	0.6	-0.7	1	0.1	-2	5	4
CN(C)c1nc(OCC(=O)NC(C)(C)C)nc(N(C)C)n1	-1.0	0	-3	-3.9	-2.5	-0.3	5	-0.7	-4	2	2
Cc1cc(C)nc(Sc2nc(C)nc3c2oc2ccccc23)n1	-0.3	1	-3	-5.5	0.1	-1.3	2	-1.3	-1	-1	-2

Some of these compounds in order of length of the SMILES, high to low:
SMILES	ssDAF12 agonist	PLCb3 inh	ADAM17 inh	hgDAF12 agonist	hcDAF-12 act	DAX1 inh-1	MBD2 inh	DAX1 inh-2	SMARCA2 activ	PLCg1 inh	Rev-erbA mod
O=C(Cn1cc(/C=N/NC(=O)c2ccccc2Br)c2ccccc21)Nc1ccc(F)cc1	-2.2	-8	7	-2.8	-1.6	-0.7	4	-0.8	-1	-5	4
Cc1csc(NC(=O)c2cccc([N+](=O)[O-])c2C(=O)O)n1	-0.4	-4	0	1.8	0.6	-0.7	1	0.1	-2	5	4
CC(NC(=O)C1CCCN(C(=O)N(C)C)C1)c1ccccc1 (stereo not given)	-1.1	2	-1	0.2	-0.8	1.5	0	0.8	-3	4	-3
CN(C)c1ccc(C(=O)n2nnc3ccccc32)cc1	-0.7	2	-3	0.2	-0.1	-0.8	-8	0.7	-2	2	-3

The results go on.
SMILES	ssDAF12 agonist	PLCb3 inh	ADAM17 inh	hgDAF12 agonist	hcDAF-12 act	DAX1 inh-1	MBD2 inh	DAX1 inh-2	SMARCA2 activ	PLCg1 inh	Rev-erbA mod
O=C(CSc1nnnn1-c1ccc(F)cc1)NCc1cccs1	-1.6	-1	0	1.0	0.3	-0.7	-1	-0.5	-4	0	0
COc1ccc(COC(=O)C2=C(C)NC(=O)NC2c2ccc(OC)c(OC)c2)cc1 (stereo not given)	-1.5	-8	0	0.1	-1.5	0.2	0	-0.5	-1	2	5
Cc1ccc(C)c(N2C(=O)C3C4C=CC(CC4)C3C2=O)c1 (stereo not given)	-1.7	-6	-6	2.6	-0.6	1.9	8	-0.2	-2	6	-4
Cc1ccc2oc(=O)n(CC(=O)OCCC(C)C)c2c1	-1.5	-6	-5	2.8	-0.1	0.4	-2	0.5	-2	-2	6
CCCCNC(=O)C1c2cc(OC)c(OC)cc2C(=O)N(C)C1c1ccc(OC)cc1 (stereo not given)	-0.9	2	-5	0.4	0.2	0.0	9	-0.1	-2	2	-3
COc1cccc(C(=O)N(Cc2ccco2)Cc2cc3cccc(C)c3[nH]c2=O)c1	-1.9	-7	-10	0.9	-0.9	-1.9	10	-0.1	-2	1	1
Cc1cccc(NC(=O)C2CCCN(C(=O)Nc3ccccc3)C2)c1C (stereo not given)	-1.3	-1	-3	-0.7	-1.3	1.3	2	-0.6	0	-1	3
Cn1c(CNC(=O)c2ccccc2F)nnc1SCC(=O)Nc1nncs1	-0.7	-5	-3	-0.1	0.1	2.4	1	0.1	-2	-1	6
O=C1C2C3C=CC(C2C(=O)N1CCO)C1C(=O)N(CCO)C(=O)C31 (stereo not given)	-1.0	-5	-1	-2.5	-0.9	0.0	-2	0.2	2	-1	-1
COc1cc(S(=O)(=O)n2ccc(C)n2)c(C)cc1C	0.1	1	2	0.1	0.1	-0.2	-3	-0.6	-4	0	-1
NS(=O)(=O)c1ccc(NC(=S)NCc2cccs2)cc1	-0.7	2	4	4.9	-1.4	-0.6	0	-0.1	-6	6	0
COc1ccc(OC)c(C(=O)COC(=O)c2cccnc2SC)c1	-0.3	-33	1	-0.6	-1.2	-0.1	10	-1.9	0	-21	-2
COc1ccc(-c2nc(CN3CCN(C(=O)c4ccco4)CC3)c(C)o2)cc1OC	-1.2	-6	-6	0.8	0.7	-0.6	5	2.0	-2	-6	3
COC(=O)CCC(=O)Nc1ccc(C)cc1OC(=O)CCC(=O)OC	0.1	0	-4	-0.1	3.1	-0.9	-2	0.2	-1	0	-6
O=C(COC(=O)c1cnc(Cl)c(Cl)c1)NCc1ccco1	-1.6	-4	-4	-3.4	0.3	-0.7	-5	0.8	-3	-1	-3
CCCCc1cn([C@@H](CCCCNC(=O)OC(C)(C)C)C(=O)N2CCN(C(=O)OC(C)(C)C)CC2)nn1	-1.6	5	-1	-0.5	-1.5	-1.1	5	0.8	0	3	-4
COc1ccc(NC(=O)CSc2nnc(-c3ccccn3)n2N)cc1	-2.1	0	0	-0.2	-0.4	0.7	-5	-0.2	-1	0	0
CCOc1cc(-c2cc(-c3ccccc3)nc(N)c2C#N)ccc1O	-1.1	-24	-29	-3.0	-1.4	-0.5	2	-0.5	-3	-16	4
COc1ccc(NC(=O)CSc2nc3c(c(=O)[nH]2)CCC3)cc1OC	-1.1	-1	-8	0.8	-0.2	0.3	-3	0.3	1	-1	4
CC1(c2cccc3ccccc23)OC(=O)c2ccccc21 (stereo not given)	-1.2	-4	-5	2.4	-2.1	-1.3	-2	-1.0	-2	-1	8
CCN1CCN(C2=C(NS(=O)(=O)c3ccc(NC(C)=O)cc3)C(=O)c3ccccc3C2=O)CC1	-1.7	-10	-6	-3.2	0.8	-0.1	-16	-5.0	-2	-2	4
CC([NH2+][O-])C(C)(C)NO (stereo not given)	-1.4	6	8	0.5	-1.3	0.5	-5	-0.8	-2	5	5
O=[N+]([O-])c1cccc(CN2CCCCCC2)c1	-0.3	-7	-2	1.9	-1.6	0.8	7	0.0	-4	2	8
O=C(NCC1CCCO1)C1CCCN1C(=O)Nc1ccc(Cl)cc1 (stereo not given)	-0.8	4	-1	1.4	-0.9	-1.4	4	-0.7	-1	4	1

No enrichment for hits; overall some 7.4% were active at least once.
